High-throughput results as filed in PubChem.
Pin1 inhibitor = human Pin1 inhibition; Potency, µM (titrated, usually from 115 µM), for inactives: top-dose activity, negative = inhibition, hits mostly inhibitors; Pin1 FP peptide displacement, HiFluor488, 10 min; actives 0.009% (n = 390,000); AID 504891; Q13526; active = well fitted inhibition curve with a large enough effect in the polarisation, with a control signal flat, not every such curve was filed as active; inconclusive = small, poorly fitted or top-dose-only effect, or effect the other way, or a change in a side signal; inactive = no such curve, though single readings can be large or run the other way; the % refers to the polarisation; also: potency is read from the fitted curve at half-maximal effect; % is scaled to controls: 0 for no effect and ±100 for the full control effect
Target sequence (Q13526 whole entry, looked up): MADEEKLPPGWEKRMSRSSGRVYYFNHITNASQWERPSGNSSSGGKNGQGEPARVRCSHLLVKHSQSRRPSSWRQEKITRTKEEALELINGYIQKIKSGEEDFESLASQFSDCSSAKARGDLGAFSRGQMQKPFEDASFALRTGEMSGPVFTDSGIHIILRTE
D2 agonist = activates the human D2 dopamine receptor; activation, % at 2 µM; actives 0.53% (n = 340,000); P14416; HEK293 T-REx D2 cells, calcium flux agonist mode;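 active = activation over 3 SD above normal in the single-dose calcium agonist read, cut at about 30% in these data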; also: 0% is about no effect
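In this primary screen, compounds producing a positive calcium signal within 180 s of addition to tetracycline-induced, force-coupled HEK293 Trex D2 cells are flagged; cells are dye-loaded with a no-wash calcium kit beforehand.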
TRHR agonist = agonists of human TRH receptor; actives 0.18% (n = 360,000); activation, % at 2 µM; P34981; TRHR cells, calcium flux fluo-8, FDSS agonist mode; in the data active = activation above about 30%; also: 0% is about no effect
Target sequence (P34981 whole entry, looked up): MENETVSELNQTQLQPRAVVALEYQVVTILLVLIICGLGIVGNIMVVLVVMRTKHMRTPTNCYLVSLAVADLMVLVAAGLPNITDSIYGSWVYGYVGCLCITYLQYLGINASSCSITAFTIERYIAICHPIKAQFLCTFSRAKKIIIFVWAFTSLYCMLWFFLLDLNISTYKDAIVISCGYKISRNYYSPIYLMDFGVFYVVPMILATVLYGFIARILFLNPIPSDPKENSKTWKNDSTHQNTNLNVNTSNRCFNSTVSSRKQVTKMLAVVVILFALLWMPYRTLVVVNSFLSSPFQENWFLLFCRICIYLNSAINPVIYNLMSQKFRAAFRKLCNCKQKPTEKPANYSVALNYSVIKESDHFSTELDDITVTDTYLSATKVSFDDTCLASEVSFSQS
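Read-out: compound-evoked intracellular calcium rise in TRHR cells, fluo-8 dye, kinetic FDSS fluorescence at 1 s/cycle following a 10-cycle baseline. Cells cultured overnight before dye loading (30 min–1.5 h, RT).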
USP1-UAF1 inh = inhibitors of human USP1/UAF1 deubiquitinase | actives 0.23% (n = 390,000) | Potency, µM (top dose mostly 57.1 µM), without a hit: top-dose activity change, negative = inhibition, usual class: inhibitors | recombinant USP1/UAF1, Ub-Rhodamine cleavage fluorescence; also: potency is read from the fitted curve at half-maximal effect; % is scaled to controls: 0 for no effect and ±100 for the full control effect; nearly all actives have a fitted effect of over 60% in size; inactives centre near -12
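USP1/UAF1 complex at 1 nM was preincubated with compound for 15 min at room temperature, then Ub-Rho substrate (150nM final) was added. Fluorescence (480/540 nm) was read kinetically, 6 reads every 60 seconds.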
TrxR1 substrate = rat thioredoxin reductase 1 substrate activity; AID 588456; Potency, µM (top dose mostly 114 µM), for inactives: at the top dose activity change, negative = substrate turnover; purified TrxR1 substrate turnover, NADPH consumption readout; actives 0.01% (n = 390,000); O89049; also: potency is read from the fitted curve at half-maximal effect; % is scaled to controls: 0 for no effect and ±100 for the full control effect; nearly all actives have a fitted effect of over 50% in size
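Rat TrxR1, dispensed at 90 nM, was prereduced with 400 uM NADPH (final) for 5 min at ~22 deg C, then incubated with compound 15 min before 400 uM selenite. A first-read NADPH fluorescence drop versus no-compound background flagged substrates.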
TrxR1 inh = rat TrxR1 inhibition; O89049; recombinant rTrxR1, NADPH fluorescence consumption, selenite substrate; Potency, µM (top dose mostly 114 µM), for the others: at the highest dose activity change, negative = inhibition, most hits filed as inhibitors; actives 1% (n = 390,000); AID 588453; also: potency is read from the fitted curve at half-maximal effect; % is scaled to controls: 0 for no effect and ±100 for the full control effect; nearly all actives have a fitted effect of over 65% in size
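Rat TrxR1 (90 nM in the dispensed reagent) was pre-reduced with 400 uM NADPH for 5 min at room temperature, then incubated with compound for 15 min. After 400 uM selenite was added, NADPH fluorescence (Ex 340/Em 450 nm) was followed for 8 min.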
IDH1 R132H inh = blocks human mutant IDH1 R132H enzyme. O75874. IDH1-R132H enzyme, NADPH consumption, diaphorase/resazurin fluorescence. Potency, µM (titrated, usually from 76.6 µM), without a hit: at the highest dose activity change, negative = inhibition, actives largely listed as inhibitors. actives 0.093% (n = 390,000). AID 602179; also: potency is read from the fitted curve at half-maximal effect; % is scaled to controls: 0 for no effect and ±100 for the full control effect; nearly all actives have a fitted effect of over 65% in size
Target sequence (O75874 whole entry R132H, stated change not applied): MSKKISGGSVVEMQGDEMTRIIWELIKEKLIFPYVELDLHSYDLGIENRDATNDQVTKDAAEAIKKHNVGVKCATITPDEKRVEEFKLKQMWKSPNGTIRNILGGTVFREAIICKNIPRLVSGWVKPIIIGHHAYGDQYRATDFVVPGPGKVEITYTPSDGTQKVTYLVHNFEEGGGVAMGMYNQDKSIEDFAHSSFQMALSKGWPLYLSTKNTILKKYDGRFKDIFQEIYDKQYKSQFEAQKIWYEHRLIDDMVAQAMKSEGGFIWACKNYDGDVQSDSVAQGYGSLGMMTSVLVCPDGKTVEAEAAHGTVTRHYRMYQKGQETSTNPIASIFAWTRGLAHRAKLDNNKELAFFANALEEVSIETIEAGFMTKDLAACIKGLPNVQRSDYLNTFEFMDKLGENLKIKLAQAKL
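IDH1-R132H (0.5 ug/mL) preincubated 30 min with compound, then NADPH (0.016 mM) and alpha-KG (2 mM) added; 80 min at RT, pH 7.5. Remaining NADPH coupled via diaphorase/resazurin to fluorescence (540/590 nm); concentration-response curves normalized to no-enzyme control.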
D2 antagonist = antagonists of human D2 dopamine receptor. P14416. HEK293 TREx D2 cells, calcium flux, dopamine EC80. inhibition, % at 10 µM. actives 2% (n = 340,000); in the data active = inhibition above about 30%; also: 0% is about no effect
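Read-out: kinetic calcium fluorescence (1 cycle/s) in inducible HEK293 T-REx D2 cells after an EC80 dopamine addition that followed 180 s compound preincubation. Loss of the dopamine response indicates antagonism.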
TRHR enhancer = TRH receptor (human) allosteric enhancement. TRHR cells, fluo-8 calcium fluorescence, EC20 TRH enhancement. P34981. enhancement, % at 2 µM. actives 0.66% (n = 360,000); in the data active = enhancement above about 30%; also: 0% is about no effect
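TRHR-expressing cells loaded with fluo-8 calcium dye were read kinetically (ex 480/em 530) during compound addition, then stimulated with an EC20 of TRH (10 nM final). Enhancement of the Gq-mediated intracellular calcium response was scored.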
Active calls of the source: *; ? = inconclusive; · = not tested or not shown; & = joins results of further samples; [ ] = another dose, or the depositor's remark. Unless noted, calls follow the shape of the dose curve; as a rule, active = well fitted inhibition curve with a large enough effect; inconclusive = small, poorly fitted or top-dose-only effect; inactive = no such curve, though single readings can be large or run the other way. Some of the compounds tested; the hit share may differ from the screen's.

Molecule	TRHR enhancer	D2 agonist	TRHR agonist	D2 antagonist	Pin1 inhibitor	TrxR1 inh	IDH1 R132H inh	USP1-UAF1 inh	TrxR1 substrate
CC(C)NC(=O)CN(Cc1ccc(F)cc1)C(=O)CCC(=O)Nc1ccccn1	20	-3.2	-0.8	-6	4%	25%[57.1 µM]	-1%	-15%	6%[57.1 µM]
O=C(CN1C(=O)NC2(CCc3ccccc32)C1=O)NCc1ccc(F)cc1 (centres undefined)	5	0.8	-0.2	6	-3%	-7%	4%	-21%	-13%
CCOc1nc(Nc2ccccc2)nc(OCC)n1	2	0.7	0.0	7	-11%	0%	2%	-6%	-4%
CCOc1ccc(N(CC)C(=O)c2nn(-c3ccc(OC)cc3)c(=O)c3c2c2ccccc2n3C)cc1	-8&1	0.1&0.7	0.1&2.9	4	1%&-2%	-8%&29%	5%	-23%&-30%	-14%&10%
CCCCCCCCCS(=O)(=O)N/N=C/c1cccc([N+](=O)[O-])c1	-3	0.2	0.1	-8	5%	-5%	2%	-26%	-10%
Cc1ccc(C2C(C#N)=C(N)Oc3nc(-c4ccccc4)[nH]c32)o1 (centres undefined)	4	0.7	1.0	-2	-2%	?	9%	-3%	-15%
COc1ccc(/C=C/C(=O)NCC(=O)N/N=C/c2cccs2)cc1	4	-0.9	-0.5	4	0%	-7%	-6%	-4%	-1%
Cc1ccc(NC(=O)CN(C)CCOc2ccccc2)c([N+](=O)[O-])c1	6	1.0	0.4	-1	?	8%	6%	-9%	-11%
CC(=O)c1ccc(OC(C)C)c(CN2CCCCC2)c1	-2	0.7	-0.1	-1	2%	?	0%	-5%	-8%
CCOc1ccc(NC(=O)CS(=O)CC(=O)NC2CCCc3ccccc32)cc1 (centres undefined)	17	·	-0.2	·	-5%	-4%	-7%	-2%	-3%
Cc1cc(SCC(=O)OCC(=O)NCc2ccc3c(c2)OCO3)c(C)cc1Br	3	0.3	0.6	4	15%	20%	-1%	-19%	-3%
Cc1ccc(N=C2CCCCCN2C)c(C#N)c1	6	0.2	-0.4	-4	1%	-16%	1%	-5%	-7%
O=C(Nc1cc(S(=O)(=O)N2CCOCC2)ccc1Oc1ccc(F)cc1)C1=COCCO1	1	-0.3	-0.1	5	-5%	17%[57.1 µM]	-5%	-13%	-5%
CCC(=O)Oc1ccc2c(c1)OC1(OC(C)=O)OC(C)CC1=C2C (centres undefined)	6	0.7	0.6	4	-5%	?	20%	-4%	16%
CCOC(=O)c1nonc1NC(C)=O	-1	-0.2	0.3	-6	-2%	22%	7%	-17%	9%
COc1ccccc1-c1nnc(SCCOc2ccccc2C)o1	-4	-1.8	0.2	·	-9%	40%[activator]	·	-12%	-3%
Cc1ccc(-c2c3c(=O)n(C)c(=O)n(C)c3cn2Cc2ccccn2)cc1	-1	0.2	0.0	-27	-7%	?	5%	-3%	-3%
CCOC(=O)CC(=O)c1sc2c(c1N)c(=O)[nH]c(=O)n2-c1ccc(OC)cc1	14	0.3	0.7	8	8%	11%	1%	-25%	-2%
CCOC(=O)Cc1csc(NC(=O)C(C)c2ccc([N+](=O)[O-])cc2)n1 (centres undefined)	-6	14	9.2	-14	-1%	19%[57.1 µM]	8%	-6%	-1%[57.1 µM]
Cc1nc2ccccc2cc1C(=O)N/N=C/c1ccc([N+](=O)[O-])cc1	3	0.2	0.1	-4	-6%	-19%	8%	-21%	-13%
CCCc1cc(=O)n2[nH]c(NCc3ccccc3Cl)nc2n1	-1	-0.7	0.0	3	-2%	-11%	-3%	-15%	4%[57.1 µM]
COc1cc(C(=O)N(C)c2nnc(-c3cccnc3)s2)cc(OC)c1OC	7	0.1	0.4	13	·	·	·	·	·
C[C@H](CO)N1C[C@H](C)[C@@H](CN(C)S(=O)(=O)c2ccc(F)cc2)Oc2c(NC(=O)Nc3ccccc3)cccc2C1=O	·	·	·	·	?	7%[57.1 µM]	-9%	-32%	6%[57.1 µM]
CCCCCCN1C(=O)CC(NC(=O)OCC2c3ccccc3-c3ccccc32)C/C=C\C1C(C)C (centres undefined)	·	·	·	·	9%	14%	7%	-35%	-3%
COc1cc(S(=O)(=O)N2CCN(C)CC2)c(OC)cc1Br	-3	·	0.1	·	1%	2%[57.1 µM]	12%	-13%	-6%[57.1 µM]
Cc1ccc(C)c(OCCC(=O)OCC(=O)N2CCN(S(=O)(=O)c3ccc(Cl)cc3)CC2)c1	8	0.3	-1.3	16	-1%	-23%	-5%	-2%	0%
C1CCN(c2nc(N3CCCCC3)nc(N3CCNCC3)n2)CC1	2	0.7	0.4	-8	0%	1%	5%	-17%	2%
O=C1/C(=C/c2cccnc2)SC(=S)N1Cc1ccco1	·	·	·	·	-1%	-29%[11.4 µM]	9%	-9%	6%[11.4 µM]
Cc1ccc(S(=O)(=O)N2CCC(C(=O)O)CC2)cc1C(=O)O	2	-1.7	-0.7	-3	-1%	8%[57.1 µM]	1%	-6%	2%
COc1cc(OC)c(NC(=O)Cn2cnc3sc(C)c(S(=O)(=O)N4CCOCC4)c3c2=O)cc1Cl	-5	-0.2	-1.5	-8	8%	-2%[57.1 µM]	-9%	-1%	1%[57.1 µM]
O=C(Cc1cccs1)Nc1ccccn1	-1	0.2	1.0	-1	8%	1%	0%	-6%	5%
CSc1ccc(Cc2ccc(Cl)cc2Cl)nn1	-14	-0.3	-0.6	11	-6%	-6%	13%	-12%	-12%
CC(=O)Nc1ccc(S(=O)(=O)N2CCN(CCCOc3cc(C)ccc3C)CC2)cc1	0	0.2	0.5	4	-1%	12%	-1%	-10%	-5%
CCC(=O)Nc1cc(C(=O)NCC2CCCN2CC)c(OC)cc1N(C)C (centres undefined)	-3	0.7	0.8	73*	0%	-10%	12%	-11%	-8%
O=C1N[C@H]2CC=C[C@H]2N(Cc2cccs2)c2ccccc21	·	·	·	·	0%	9%	-3%	-22%	-1%
O=S(=O)(c1ccc(NC(=S)NCCC(c2ccccc2)c2ccccc2)cc1)N1CCOCC1	2	0.9	1.8	5	35%[activator]	-3%	-3%	-2%	-8%
CCNc1nc(CN2CCCCC2)nc2scc(-c3ccccc3)c12	4	-0.6	-0.1	-9	-1%	9%	5%	-21%	6%
COc1cc(C(C)=O)ccc1Oc1cc(NN2CCCCC2)c([N+](=O)[O-])cc1[N+](=O)[O-]	-4	-0.8	-0.5	-2	-8%	4%	6%	-26%	-6%
CS(=O)(=O)N(CC(=O)Nc1ccccc1Sc1ccccc1)C1CCCCC1	0	0.4	-0.9	17	?	32%	4%	-7%	4%
Cc1ccc(NC(=O)CSCC(=O)N2CCOCC2)cc1	2	·	0.3	·	-10%	27%	2%	6%	6%
COc1cccc(NC(=O)c2c(C)nn(-c3ccccc3)c2Cl)c1	6	-0.3	-1.4	-17	-4%	36%	3%	-15%	-1%
Cc1ccc(NC(=O)C2CCN(S(=O)(=O)c3ccc4c(c3)OCCCO4)CC2)nc1	-2	0.2	0.2	1	10%	8%	14%	-11%	-3%
CCC(=O)c1ccc(OCC(=O)O)cc1	17	0.4	-1.6	8	29%	0%	5%	-3%	2%
COc1ccc(CNC(=O)Cn2c(SCC(=O)Nc3ccc(C)c(C)c3)nc3ccccc32)cc1	5	·	0.5	·	0%	18%[57.1 µM]	11%	-9%	4%[57.1 µM]
COc1ccc(N2CCN(CC(O)COc3ccccc3[N+](=O)[O-])CC2)cc1 (centres undefined)	2	-0.1	0.0	-15	-3%	17%[57.1 µM]	11%	-14%	-21%[57.1 µM]
O=C(c1nc2ccccc2s1)N1CCN(c2ccccn2)CC1	-6	0.3	0.4	6	3%	2%[57.1 µM]	0%	-13%	1%[57.1 µM]
O=[N+]([O-])c1ccc(/C=N/Nc2nc3ccccc3o2)cc1	-3	0.1	-0.1	1	-2%	-8%	-10%	-5%	-4%
Cc1ccc(Oc2coc3cc(O)ccc3c2=O)cc1	2	0.5	0.3	5	20%	28%	0%	-19%	24%
COc1ccc(S(=O)(=O)Oc2cccc(/C=N/N=C3/NC(=O)C(CC(=O)O)S3)c2)cc1 (centres undefined)	-1	0.8	-2.4	6	-11%	10%[57.1 µM]	14%	-14%	5%[57.1 µM]
COc1ccc(NCc2nc3ccccc3n2C)cc1	7	-0.1	0.1	9	1%	31%	15%	-7%	-7%[2.29 µM]
NS(=O)(=O)c1ccc(N/N=C/c2ccc[nH]2)c([N+](=O)[O-])c1	-4	-0.4	-0.1	6	?	3%	-3%	-11%	-8%
Cc1ccccc1-c1nc2sc3c(c2c(=O)o1)CCC3	10	-0.2	-0.1	-5	2%	-14%	15%	-2%	-5%
